Screening data deposited in PubChem BioAssay by several laboratories.
SR-BI uptake up: activators of SR-BI mediated HDL lipid uptake; CHO ldlA[mSR-BI] cells, DiI-HDL uptake fluorescence, 3 h; 100 = double the neutral-control signal; activation, % at 12.5 µM; 0.096% of 320,000 active;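 active = mean replicate activation of at least 60% and every replicate at or above 60%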;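 note: 0% = median plate neutral-control signal and 100% = twice that signal; values of inactives mirror those of a sister screen read the other way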
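Test system: SR-BI-overexpressing, LDLR-lacking CHO cells; Medium: Ham's F12 with 0.5% BSA, HEPES 25 mM, pH 7.4; Schedule: 3 h, 37 °C; Technique: bottom-read fluorescence, 550/595 nm.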
CDK5 p35 inh: blocks human CDK5/p35 kinase activity; inhibition, % at 10 µM; 0.01% of 330,000 active; Recombinant CDK5/p35, ADP-Glo luminescence, 60 min; AID 488839; Q00535+Q15078;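 active = highest replicate inhibition of at least 50% and at least 75% of replicates reaching 50%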;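 note: plate controls were DMSO neutral control for no effect and GW8510 at 10 µM for full effect; many of its hits are not listed in these tables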
Target sequence (Q00535 whole entry, looked up): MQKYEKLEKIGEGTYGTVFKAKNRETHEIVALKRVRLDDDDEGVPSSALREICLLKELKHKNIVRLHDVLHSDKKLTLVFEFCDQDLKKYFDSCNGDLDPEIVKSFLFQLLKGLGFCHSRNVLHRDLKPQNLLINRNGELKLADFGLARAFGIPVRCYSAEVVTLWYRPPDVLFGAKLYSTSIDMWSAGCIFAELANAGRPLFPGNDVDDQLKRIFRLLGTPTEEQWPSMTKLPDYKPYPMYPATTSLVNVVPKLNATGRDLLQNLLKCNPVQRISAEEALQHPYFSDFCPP
Target sequence (Q15078 whole entry, looked up): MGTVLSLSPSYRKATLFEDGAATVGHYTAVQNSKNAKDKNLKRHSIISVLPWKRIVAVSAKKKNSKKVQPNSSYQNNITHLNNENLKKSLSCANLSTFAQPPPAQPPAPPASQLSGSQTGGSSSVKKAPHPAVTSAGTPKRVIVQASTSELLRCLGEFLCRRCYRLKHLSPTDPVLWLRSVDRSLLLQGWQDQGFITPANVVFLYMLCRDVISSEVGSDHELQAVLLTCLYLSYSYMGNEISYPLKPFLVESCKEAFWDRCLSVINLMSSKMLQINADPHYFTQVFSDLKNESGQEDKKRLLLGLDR
dFosB act: activators of mouse delta FosB homodimer. P13346. purified delta FosB, TAMRA-CDK5 oligo fluorescence polarization; percent of positive-control signal above neutral wells. activation, % at 25 µM. 0.99% of 340,000 active;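 active = mean activation above about 17%, with every replicate also reaching it, limit read from the data, passing the limit was not always enough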;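 note: fluorescence polarization rise as delta FosB binds a TAMRA Cdk5 AP-1 oligo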
Target sequence (P13346 whole entry, looked up): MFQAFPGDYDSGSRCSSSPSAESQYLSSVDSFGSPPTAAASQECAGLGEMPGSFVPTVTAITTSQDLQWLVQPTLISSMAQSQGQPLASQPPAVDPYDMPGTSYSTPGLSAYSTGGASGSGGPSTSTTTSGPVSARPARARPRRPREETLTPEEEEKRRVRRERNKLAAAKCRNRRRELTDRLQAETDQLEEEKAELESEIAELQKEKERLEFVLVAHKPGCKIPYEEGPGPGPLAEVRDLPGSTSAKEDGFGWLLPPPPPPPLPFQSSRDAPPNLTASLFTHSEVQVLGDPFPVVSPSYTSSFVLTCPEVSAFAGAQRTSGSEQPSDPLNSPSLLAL
PKA-R2B act: PKA-R2B complex activation | P22694+P31323 | PKA-R2B holoenzyme dissociation, Cy5-IP20 fluorescence polarization; R2B truncated from residue 108, S112A mutant; 0% DMSO only, 100% 113 µM cGMP | activation, % at 11.4 µM | 0.079% of 340,000 active | AID 504700;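 active = activation above a cutoff set at the mean over all compounds plus 3 SD, cut at about 18% in these data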;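 note: higher means more holoenzyme dissociation and a rise in polarization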
NSD2 inh: NSD2 (human) methyltransferase inhibition; O96028; NSD2 peptide methylation, AlphaScreen, 120 min; inhibition, % at 12.5 µM; 0.54% of 310,000 active; in the data active = inhibition above about 50%
Mot1-301 SUMO: inhibitors of SUMOylation pathway: yeast Mot1-301 growth rescue. 1% of 320,000 active. growth rescue, % at 18.8 µM. S. cerevisiae Mot1-301 growth rescue, ATP luminescence, 38.5C; percent above DMSO median, 100 means doubled;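 active = every valid replicate shows activation above 250% relative to neutral control wells; inactive = the rest, any valid replicate at or below 250%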;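 note: OY570 slx delta 5 strain wells were the positive control but not used for scaling; some compounds called inactive have numbers as strong as hits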
MITF TRPM1 HTS: activators of MITF-driven TRPM1 promoter activity in SK-MEL-5 cells. SK-MEL-5 TRPM1-promoter luciferase, 24 h; % of positive control, neutral wells = 0. activation, % at 12.5 µM. 0.75% of 300,000 active. AID 588334;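 active = mean activation of at least 80% with every replicate also reaching 80%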;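 note: 0% = neutral control wells and 100% = parthenolide positive control wells; values of inactives mirror those of a sister screen read the other way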
DSG3 Ab inh: human desmoglein-3 autoantibody binding inhibition; P32926; DSG3-coupled beads, scFv-anti-DSG3-GFP binding, flow cytometry; stronger effect = lower value; binding (percent of control), % at 10 µM; 0.48% of 310,000 active; AID 588358;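 active = binding more than 3 SD below its plate's average and above zero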;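 note: hits lower antibody fragment binding to DSG3; some compounds called inactive have numbers as strong as hits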
SR-BI DiI inh: blocks mouse SR-BI lipid uptake from DiI-HDL; inhibition, % at 12.5 µM; Q61009; ldlA[mSR-BI] CHO cells, DiI-HDL uptake fluorescence, 3 h; 0.96% of 320,000 active; AID 488896;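 active = mean replicate inhibition of at least 70% and a set share of replicates each scoring 70 or more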;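 note: 0% = median of neutral control wells and 100% = median of positive control wells; values of inactives mirror those of a sister screen read the other way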
Arrestin-AP2 inh: inhibitors of human beta-arrestin and AP2 interaction; FITC-arrestin peptide / GST-AP2 beads, flow cytometry; AP2 beta2 appendage carries R879A mutation; inhibition, % at 10 µM; 0.31% of 340,000 active; AID 504490;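 active = inhibition above a set limit, near 3 SD of compounds lacking own fluorescence, cut at about 54% in these data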;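 note: plate controls were DMSO wells for no effect and 5 µM unlabelled arrestin peptide for full effect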
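System: GST-tagged AP2 beta2-adaptin appendage (R879A) on 4 µm glutathione beads / Reagent: FITC-arrestin peptide, 50 nM / Detection: HyperCyt-sampled flow cytometry, FL1 channel, ex 488/em 535 nm / Timing: 12 min plus 1 h, RT / Buffer or medium: PBS plus Tween 20 (0.05%) and BSA (0.1%)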
PKA-R1A act: activators of PKA-R1A complex; P00514+P68181; PKA-R1A dissociation, Cy5-IP20 fluorescence polarization; scaled: DMSO 0%, 113 µM cGMP 100%; activation, % at 11.4 µM; 0.083% of 340,000 active; AID 504707;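 active = percent activation above the mean of all tested compounds plus 3 SD, cut at about 19% in these data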;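 note: higher means more PKAc released from R1A so a rise in polarization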
* hit, by the source's call; nt = not tested or not shown. Outcome played no part in choosing rows; any-hit rate near 4.7%.

Order of values: SR-BI uptake up, CDK5 p35 inh, dFosB act, PKA-R2B act, NSD2 inh, Mot1-301 SUMO, MITF TRPM1 HTS, DSG3 Ab inh, SR-BI DiI inh, Arrestin-AP2 inh, PKA-R1A act
- O=C(Nc1ccccc1N1CCN(C(=O)c2ccc(Cl)cc2)CC1)c1ccc2c(c1)OCO2
→ -16, 1.8, 0, 7, 1, 84, nt, 95, 16, 27, -4
- COc1ccc(C(=O)NCC(=O)OCC(=O)NCc2ccco2)cc1
→ 19, 0.2, 0, 0, -1, 237, 3, nt, -19, -3, 8
- O=[N+]([O-])c1ccc(S(=O)(=O)NCCc2cn3ccccc3n2)cc1
→ -5, -0.6, -6, 0, nt, 2, -3, 86, 5, 11, -7
- O=C(COC(=O)c1n[nH]c2ccccc12)Nc1ccc([N+](=O)[O-])cc1
→ -7, -0.7, 14, -12, 2, -10, 8, 101, 7, nt, 7
- CC(=O)Nc1ccc(C(=O)NNC(=O)c2ccc(Cl)cc2Cl)cc1
→ 17, -0.8, 7, -3, 0, 6, nt, 119, -17, 10, 5
- Cc1ccc(C(=O)NC(C(=O)NC2CCCC2)c2ccccc2)cc1 (configuration not stated)
→ 18, -0.1, -5, -6, -3, 68, nt, 104, -18, 0, -7
- O=C(NCCCN1CCCC1=O)Nc1ccc(F)c(Cl)c1
→ 9, -1.8, 1, -6, -2, -12, 34, 101, -9, 10, 13
- CCC1(C)Cc2ccccc2-c2nc(-c3ccccc3)oc(=O)c21 (configuration not stated)
→ -39, 1.5, -3, 4, 6, 362, nt, nt, 39, -3, 8
- Oc1ccc(C2C(c3ccccc3)=NN=C(c3ccccc3F)N2O)c(O)c1 (configuration not stated)
→ -8, -0.1, -4, -15, 7, -14, -1, 125, 8, 3, -3
- Cc1n[nH]c(C)c1CCC(=O)N/N=C/c1cccc([N+](=O)[O-])c1
→ 7, -0.2, -5, nt, 1, 8, 8, 101, -7, -21, nt

(further entries)
Order of values: SR-BI uptake up, CDK5 p35 inh, dFosB act, PKA-R2B act, NSD2 inh, Mot1-301 SUMO, MITF TRPM1 HTS, DSG3 Ab inh, SR-BI DiI inh, Arrestin-AP2 inh, PKA-R1A act
- OC(COc1cccc2ccccc12)CN1CCCC1 (configuration not stated)
→ 0, -0.4, -1, 0, 19, -8, nt, 109, 0, 4, -3
- O=C(Oc1ccccc1)N1CCN(c2ccccc2F)CC1
→ -16, -3.0, -3, 2, -8, 341, 31, 99, 16, 3, -8
- COC(=O)C(Cc1ccc(O)cc1)NC(=O)c1ccccc1 (configuration not stated)
→ 20, -1.8, -10, -6, -1, -2, 7, 98, -20, -6, 6
- Cc1ccc(S(=O)(=O)N2CCOCC2)cc1NC(=O)c1cccc(S(=O)(=O)N2CCCC2)c1
→ -9, -1.2, -6, -10, 4, 43, 1, 102, 9, 32, -6
- Cc1cc(C)nc(/N=C(\N)Nc2ccc(CC(=O)OC(C)C)cc2)n1
→ -4, -0.2, -10, 5, nt, -19, nt, 117, 4, -13, -3
- COc1ccc(/C=N/NC(=O)c2sccc2C)c2ccccc12
→ -16, 0.2, -2, -1, 16, -14, nt, nt, 16, -4, 0
- O=C(CNC(=S)N(Cc1ccccc1)Cc1ccccc1F)NCc1ccc(Cl)cc1
→ 10, -0.4, -9, 4, -1, nt, 10, nt, -10, -5, -19
- CCOc1c(C)cnc2c1c(=O)n(Cc1c(F)cccc1Cl)c(=O)n2C
→ -15, -1.2, -6, 4, nt, -5, 3, 99, 15, 36, 4
- COc1ccc(NC(=S)N2CCN(Cc3ccccc3)CC2)cc1
→ -9, -4.5, -7, -1, 0, 19, -3, 102, 9, 12, -3
- CCCOc1ccc(C(C)=O)cc1CN1CCOCC1
→ 6, -0.2, -17, -3, -5, -10, -8, 105, -6, -9, -9

Next section.
Order of values: SR-BI uptake up, CDK5 p35 inh, dFosB act, PKA-R2B act, NSD2 inh, Mot1-301 SUMO, MITF TRPM1 HTS, DSG3 Ab inh, SR-BI DiI inh, Arrestin-AP2 inh, PKA-R1A act
- CCOCCCNC(=O)N[C@@H](Cc1ccccc1)C(=O)OC
→ -12, 0.2, 0, -5, -3, 11, 7, 101, 12, 0, -12
- CCOC(=O)C1(Cc2ccccc2C)CCCN(S(=O)(=O)c2cccnc2)C1 (configuration not stated)
→ 6, -1.3, -4, 1, -1, -7, 7, 97, -6, 30, 6
- S=C(NCc1ccccc1)N1CCN(c2cccc(Cl)c2)CC1
→ 11, 6.8, -11, -16, -2, 161, 5, 106, -11, 30, -3
- C=CCN(CC=C)S(=O)(=O)c1ccc(NC(=O)COc2ccccc2OC)cc1
→ -48, -1.3, -8, -3, -1, 1, 3, 99, 48, 2, -3
- CC(=O)SC1CC2=CC(=O)CCC2(C)C2CCC3(C)C(CCC34CCC(=O)O4)C12 (configuration not stated)
→ 30, 2.2, -7, 3, -9, -5, -13, 109, -30, 3, 6
- CCOC(=O)C1(S(=O)(=O)c2ccccc2)CCN(Cc2ccccc2)CC1
→ 3, -1.0, -1, 7, 4, -2, 3, 105, -3, 21, -7
- Cc1noc(NS(=O)(=O)c2ccc(NC(=O)CC34CC5CC(CC(Br)(C5)C3)C4)cc2)c1C
→ nt, -1.4, -1, 10, -1, 0, -10, nt, -21, 9, 4
- Cc1cc(=O)[nH]c2c1c(=O)[nH]n2C1CC(C)N(C)CC1C (configuration not stated)
→ -3, -1.3, 4, 1, 2, -4, 11, 97, 3, -6, -16
- CCCCCNc1nc(N2CCCC2)c2c(c1C#N)CCN(C)C2
→ -17, -2.3, -7, -9, 37, 10, -6, 118, 17, -3, -1
- Cc1noc(C)c1C(=O)OCC(=O)Nc1ccc(C(N)=O)cc1
→ -1, 0.8, 2, -5, -1, 2, -4, 115, 1, -2, -3

Remaining list, next part.
Order of values: SR-BI uptake up, CDK5 p35 inh, dFosB act, PKA-R2B act, NSD2 inh, Mot1-301 SUMO, MITF TRPM1 HTS, DSG3 Ab inh, SR-BI DiI inh, Arrestin-AP2 inh, PKA-R1A act
- Cc1ccc(S(=O)(=O)NCCC(=O)Nc2ccc3c(c2)OCO3)cc1
→ 11, -0.5, -4, 12, -2, -2, 1, nt, -11, 7, -3
- Cc1ccc(S(=O)(=O)NCC(=O)N(CC(=O)NCC2CCCO2)Cc2ccc(Cl)cc2)cc1 (configuration not stated)
→ nt, 1.1, -13, 2, 3, -5, -6, nt, nt, 29, 6
- CCCCOc1nc2ccccc2nc1C(C#N)C(=O)NC1CCCCC1 (configuration not stated)
→ -37, -1.5, -13, 9, -1, -1, 1, 105, 37, -13, -2
- CCOC(=O)c1c(NC(C)=O)sc2c1C1CCN2CC1
→ 0, -0.5, -6, 3, 0, 3, -2, 63, 0, 16, 6
- CC(C)Oc1ccc(C2CC(=O)NC3=C2C(=O)CCC3)cc1 (configuration not stated)
→ 16, 0.0, 7, -4, nt, -26, -7, nt, -16, 2, -20
- Cc1ccc(CNC(=O)CCSCc2ccccc2C)cc1
→ 10, 0.4, 1, 5, 4, 0, -2, 94, -10, 29, 6
- CCN1C(=S)N[C@@H](c2cccs2)C(C(=O)OC)=C1C
→ -7, 1.0, -1, -27, nt, 896*, nt, 99, 7, 38, -1
- CCN(CC)C(=S)Nc1ccc2nc3n(c(=O)c2c1)CCCCC3
→ 9, 1.4, -4, 0, -5, 58, 14, nt, -9, -2, 11
- CCOc1ccccc1NC(=O)CN1C(=O)C(C)SC(C)C1=O (configuration not stated)
→ 17, 0.7, -5, -1, -2, -19, -10, 111, -17, -1, -10
- COCCCn1c(=N)c(C(=O)NCC2CCCO2)cc2c(=O)n3ccccc3nc21 (configuration not stated)
→ -4, -0.6, -1, 4, 4, -10, 4, nt, 4, 21, 0

The results go on:
Order of values: SR-BI uptake up, CDK5 p35 inh, dFosB act, PKA-R2B act, NSD2 inh, Mot1-301 SUMO, MITF TRPM1 HTS, DSG3 Ab inh, SR-BI DiI inh, Arrestin-AP2 inh, PKA-R1A act
- CC(=NCCCn1ccnc1)c1c(O)n(Cc2ccccc2)c(=O)[nH]c1=O
→ 37, -1.2, -4, 9, 0, -7, -8, 101, -37, -3, 2
- Cc1nc2ccccc2n1Cc1ccc(Br)cc1
→ 16, -4.3, 2, 4, 0, -21, nt, 111, -16, 11, 6
- Cc1ccc(S(=O)(=O)N2CCOCC2)cc1NC(=O)CSc1nnnn1C1CCCC1
→ 1, -2.2, -5, -3, 0, 14, 0, 103, -1, -3, -6
- COc1ccc(Nc2nc3ccc(C)cc3cc2C#N)c(OC)c1
→ -23, 1.9, -2, -4, -2, 6, 52, 125, 23, -16, 2
- COc1ccc(-c2noc(CCC(=O)N3CCN(c4cccc(C(F)(F)F)c4)CC3)n2)cc1
→ -23, -1.2, -13, -3, -2, -1, -6, 85, 23, 2, -9
- O=C(O)c1ccccc1Nc1cccc(C(F)(F)F)c1
→ 7, -0.8, 1, 5, nt, 232, 4, 108, -7, -8, -3
- CC(C)C[C@H]1CN=C(Nc2ccccc2)N1CCc1cccc(F)c1
→ -14, -1.2, -1, -2, nt, -17, 5, 102, 14, -7, -7
- CN1CCN(S(=O)(=O)c2ccc(N3CCN(c4ccccc4Cl)CC3)nc2)CC1
→ 4, 1.4, -6, -5, 0, 23, nt, 94, -4, -14, 6
- O=C(O)c1ccccc1N=Cc1c(O)n(-c2nccs2)c(=O)c2ccccc12
→ 11, -0.6, -10, 2, 6, 9, -14, 100, -11, 7, -8
- CCOCCCN(C(=O)CCC(=O)Nc1cc(C)on1)C(C(=O)NC(C)(C)CC)c1cccc(OC)c1OC (configuration not stated)
→ nt, 1.1, -7, -7, -1, 0, nt, 113, nt, -4, 4
- NC(=O)c1nsc(C(=O)N(Cc2ccccc2Cl)C(C(=O)NCC2CCCO2)c2ccc(O)cc2)c1N (configuration not stated)
→ 29, 0.7, -19, 11, 0, nt, 2, 105, -29, 36, 7
